Scp-1 inhibitor: Scp-1 phosphatase inhibitors, primary screen, biochemical, colorimetric, uHTS | Carboxy-terminal domain RNA polymerase II polypeptide A small phosphatase 1 (Homo … | Recombinant Scp1, phosphopeptide, malachite green phosphate absorbance | inhibition, % at 20 µM | 0.88% of 340,000 active;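 active = inhibition above about 50% at 20 µM, limit read from the data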;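 note: plate controls were DMSO wells with enzyme for no effect and wells lacking enzyme for full effect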
Target sequence (Q9GZU7 76-261 limits assumed): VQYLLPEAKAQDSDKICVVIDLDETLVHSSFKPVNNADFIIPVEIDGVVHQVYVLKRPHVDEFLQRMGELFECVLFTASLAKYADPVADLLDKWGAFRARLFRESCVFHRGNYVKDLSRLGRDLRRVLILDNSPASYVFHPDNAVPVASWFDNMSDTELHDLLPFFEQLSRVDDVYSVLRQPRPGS
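Test system: SCP-1 phosphatase catalytic domain, residues 76-261 | Compound dosing: One concentration, 20 µM, with 1.0% DMSO | Schedule: 45 min room-temperature reaction, 5 min colour, 30 min stabiliser | Detection: Absorbance at 630 nm | Read-out basis: % inhibition of SCP-1 phosphate liberation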
CendR NRP1 mod: modulators of CendR peptide binding to NRP-1, primary screen, biochemical, fluorescence polarization, uHTS; Neuropilin-1 (Homo sapiens), O14786; FAM-RPARPAR peptide binding to NRP-1; inhibition, % at 25 µM; 0.85% of 360,000 active; AID 602438, 2012;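 active = inhibition or corrected inhibition above about 18%, plus a signal ratio from 0.5 to 1.5, limit read from the data, passing the limit was not always enough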; note: strong numbers were not always called active
STEP block: STEP phosphatase inhibitors, primary screen, biochemical, fluorescence intensity, uHTS; recombinant STEP, OMFP fluorogenic substrate; 0.25% of 360,000 active; inhibition, % at 20 µM; AID 588621, 2011;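 active = inhibition at 20 µM, scaled per plate between control wells, above about 37%, limit read from the data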;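 note: 0% = DMSO with enzyme and substrate and 100% = substrate only without enzyme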
Target sequence (P54829 whole entry, looked up): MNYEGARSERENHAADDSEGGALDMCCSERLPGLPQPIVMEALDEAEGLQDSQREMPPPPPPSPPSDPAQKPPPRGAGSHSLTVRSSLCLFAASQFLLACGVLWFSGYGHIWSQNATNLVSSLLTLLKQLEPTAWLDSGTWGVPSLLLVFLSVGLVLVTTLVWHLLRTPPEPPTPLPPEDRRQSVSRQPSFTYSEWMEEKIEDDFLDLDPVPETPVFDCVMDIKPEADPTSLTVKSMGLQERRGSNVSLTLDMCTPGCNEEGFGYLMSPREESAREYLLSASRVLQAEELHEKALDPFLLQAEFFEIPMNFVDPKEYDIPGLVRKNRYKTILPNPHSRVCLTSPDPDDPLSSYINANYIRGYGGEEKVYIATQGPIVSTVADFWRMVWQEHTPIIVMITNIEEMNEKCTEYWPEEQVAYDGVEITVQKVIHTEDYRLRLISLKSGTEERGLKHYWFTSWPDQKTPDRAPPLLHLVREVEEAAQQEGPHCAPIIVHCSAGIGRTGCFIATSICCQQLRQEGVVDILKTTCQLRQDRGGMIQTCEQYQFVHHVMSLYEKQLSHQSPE
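Assay system: isolated STEP enzyme / Timing: 20 min at room temperature, dark / Doses: 20 µM, 1% DMSO / Technique: fluorescence intensity, excitation 480 nm, emission 540 nm / Reagent: fluorogenic phosphatase substrate OMFP at 25 µM final / Measure: percent inhibition scaled to no-enzyme and uninhibited-enzyme controls, plate-pattern corrected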
MsrA inh: bovine MsrA enzyme inhibitors, primary screen, biochemical, absorbance, HTS; purified bovine MsrA, absorbance read-out; inhibition, % at 15.5 µM; 0.75% of 360,000 active; in the data active = inhibition above about 4.5%;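 note: 0% = vehicle wells with enzyme and 100% = reference inhibitor wells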
LMPTP inh: LMPTP phosphatase inhibitors, primary screen, biochemical, fluorescence intensity, uHTS. recombinant LMPTP-A, OMFP fluorogenic substrate. Low molecular weight phosphotyrosine protein phosphatase (Homo sapiens), P24666. inhibition, % at 20 µM. 0.22% of 360,000 active;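 active = compounds that cut the enzyme signal by at least half of the control window in the single-dose screen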;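 note: plate controls were DMSO wells with enzyme plus substrate for no effect and substrate without enzyme for full effect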
Target sequence (P24666 whole entry, looked up): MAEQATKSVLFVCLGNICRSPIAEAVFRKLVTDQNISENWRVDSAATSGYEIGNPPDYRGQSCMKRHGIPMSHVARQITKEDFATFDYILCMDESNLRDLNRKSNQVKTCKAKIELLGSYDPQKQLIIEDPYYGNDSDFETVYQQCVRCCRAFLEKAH
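material = LMPTP-A | quantity = 0.625 nM enzyme | reagent = OMFP substrate, 400 µM final | buffer or medium = Bis-Tris pH 6.0, DTT, detergent | detection = endpoint fluorescence intensity from OMFP dephosphorylation | dosing = single 20 µM dose | read-out basis = % inhibition relative to no-enzyme and uninhibited control wells | control set = no-enzyme and uninhibited controls | timing = 50 min at room temperature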
E coli Lon inh: inhibitors of E. coli Lon protease, primary screen, biochemical, fluorescence polarization; P0A9M0; purified E. coli Lon protease; 0.42% of 360,000 active; AID 602123, 2011; inhibition, % at 7.94 µM; in the data active = inhibition above about 13%, passing the limit was not always enough;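 note: 0% = enzyme with probe and DMSO and 100% = no enzyme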
TbMetRS inhib: T. brucei MetRS inhibitors, primary screen, biochemical, luminescence | AID 624268, 2012 | 0.4% of 360,000 active | methionyl-tRNA synthetase (Trypanosoma brucei brucei) | inhibition, % at 11.9 µM | purified T. brucei MetRS, ATP depletion, Kinase-Glo luminescence;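 active = inhibition above a per-plate cutoff of the control wells' mean inhibition plus 3 SD, cut at about 5.5% in these data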;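 note: 0% = DMSO wells median and 100% = median of wells with control inhibitor compound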
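Material: parasite MetRS enzyme / Replication: singlicate, one well per compound / Signal: luminescence of leftover ATP / Schedule: 2 h aminoacylation at 25 °C after 15 min preincubation / Medium: HEPES-MgCl2-KCl buffer plus DTT, spermine, BSA, pyrophosphatase / Doses: 11.9 µM single point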
SUMO1-SIM PPI: modulators of SUMO1 protein-protein interactions, primary screen, biochemical, uHTS; Small ubiquitin-related modifier 1 (Homo sapiens), P63165; SUMO1 binding to a labelled peptide, TR-FRET, 1 h; inhibition, % at 20 µM; 0.33% of 360,000 active; AID 602429, 2012; in the data active = inhibition above about 37%
Target sequence (P63165 whole entry, looked up): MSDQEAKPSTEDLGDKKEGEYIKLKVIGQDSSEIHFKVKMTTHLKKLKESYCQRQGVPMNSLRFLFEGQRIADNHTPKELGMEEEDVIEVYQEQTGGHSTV
DNMT1 block: human DNMT1 methyltransferase inhibitors, primary screen, biochemical, molecular beacon, fluorescence, HinP1I cleavage, uHTS; 0.83% of 360,000 active; AID 588458, 2011; inhibition (reported as % activation of signal), % at 10 µM; DNA (cytosine-5)-methyltransferase 1 (Homo sapiens), P26358; in the data active = inhibition above about 50%
bovine MsrA act: bovine MsrA enzyme activators, primary screen, biochemical, absorbance, HTS | 0.3% of 360,000 active | activation, % at 10.6 µM | Methionine sulfoxide reductase A (Bos taurus) | purified bovine MsrA, absorbance read-out; in the data active = activation above about 7.5%;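 note: 0% = vehicle and 100% = reference activator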
* marks the source's active call; other numbers are inactive results; x = no result given. Outcome played no part in choosing rows (roughly 4.3% active in at least one column).

entry	Structure	Scp-1 inhibitor	CendR NRP1 mod	STEP block	MsrA inh	LMPTP inh	E coli Lon inh	TbMetRS inhib	SUMO1-SIM PPI	DNMT1 block	bovine MsrA act
1	CCOc1cc(/C=C2/COc3ccccc3C2=O)ccc1OCC(=O)N(C)C	-1	9	-2	-0.4	0.6	5	-0.6	3	4	-11
2	CCn1nc(C)c(CNC(=O)c2cc(COc3ccccc3SC)on2)c1C	-3	-2	-1	-0.5	0.0	-2	0.1	5	0	-3
3	CC1(C)C(c2cccs2)=NC(c2ccccc2)N1O (stereo unspecified)	-11	-16	-4	-0.2	0.1	-3	0.1	-2	-1	-4
4	CC(=O)OC(C(=O)NCc1ccc(F)cc1)c1ccccn1 (stereo unspecified)	-5	15	-1	0.6	-1.3	-2	0.3	3	1	1
5	Cc1nc2cc(NC(=O)NCc3ccco3)ccc2o1	-13	-5	-1	-0.7	-0.8	-4	-1.2	0	-4	-7
6	O=C(Cc1ccccc1F)NNC(=O)c1ccncc1	4	7	-1	-1.1	-1.0	11	-0.9	-1	2	-13
7	COc1cc(/C=C2/NC(=O)N(Cc3ccccc3F)C2=O)cc(OC)c1OC	-2	12	1	2.6	0.8	-6	-0.5	-16	-5	-3
8	Cc1nnc(SCC(=O)N/N=C/c2cn(-c3ccccc3)nc2-c2ccc(F)cc2)n1-c1ccccc1	5	-4	8	-0.2	4.0	-6	-1.3	5	23	-12
9	COC(C[C@@H](O)[C@@H](C)[C@@H](O)COCc1ccccc1)OC	1	-5	-3	-0.9	-0.2	-1	-0.2	1	1	-1
10	O=c1[nH]c(O)c(N=Nc2ccc(Cl)c(S(=O)(=O)Nc3ccccc3Cl)c2)c(=O)[nH]1	-10	-12	-1	2.4	-0.7	2	-0.3	-2	2	-4
11	CCC(C(=O)OCC(=O)Nc1cccc(OC)c1)c1ccccc1 (stereo unspecified)	-8	-2	-2	-0.2	0.3	-1	-0.7	-3	-1	0
12	CCc1c(O)nc(SCC(=O)N2CCc3cc(OC)c(OC)cc3[C@@H]2C)[nH]c1=O	1	-3	-4	-0.7	-0.3	-5	-1.3	3	-4	-1
13	Cc1nc(-c2ccc(F)cc2)c(CC(=O)Nc2ccc(C)c(S(=O)(=O)N3CCOCC3)c2)s1	-7	9	0	-0.9	1.1	-14	-0.2	-14	-6	-4
14	O=c1c2ccccc2sn1-c1ccc(Cl)cc1	x	-19	-2	-0.6	0.0	-3	0.3	2	-2	5
15	Cc1ccc(C2C(C(=O)c3cc4ccccc4o3)=C(O)C(=O)N2CCN2CCOCC2)o1 (stereo unspecified)	2	-9	1	1.0	-1.1	0	-0.9	-10	-5	-10
16	CCCN(CCC)S(=O)(=O)c1ccc(C(=O)N2CCCc3ccccc32)cc1	-7	8	0	-1.4	1.1	-7	-1.2	0	3	-6
17	COc1ccc(N2C(=O)c3cccc4cc(Br)cc(c34)C2=O)cc1	-6	5	0	-0.7	-1.2	2	0.0	-6	3	-1
18	Cc1ccc(N=Cc2sc(O)c3ccccc23)c(C)c1	-2	122	-14	0.4	4.5	10	-0.1	-10	32	0
19	CC(=NCC1CCCO1)C1=C(O)CC(C)(C)CC1=O (stereo unspecified)	7	9	0	1.1	-0.6	-1	-1.3	-1	-2	-3
20	Cc1ccc(NC(=O)c2cc(S(=O)(=O)N3CCOCC3)cn2C)cc1F	-9	-3	-2	0.2	0.3	10	0.4	3	0	0
21	COc1ccc(C(CC(=O)N2CCOCC2)C(C)C)cc1 (stereo unspecified)	10	5	0	0.6	-1.1	-1	-0.2	0	4	-3
22	O=C(Cc1cccs1)NCCc1ccc(F)cc1	-10	0	0	1.1	0.8	-1	2.2	1	-12	1
23	O=C(c1ccc(F)cc1)N1CCN(c2ccc([N+](=O)[O-])c(N3CCOCC3)c2)CC1	-9	-3	-5	0.3	0.7	7	1.0	-22	-2	-4
24	COc1ccc(NC(=O)c2ccc(Br)c(S(=O)(=O)N3CCOCC3)c2)cc1	-10	4	-4	-0.7	-0.4	8	3.1	6	1	0
25	C=CCn1c(SCC(=O)N2CCCCC2)nc(O)cc1=O	3	14	-2	3.0	-1.0	-3	-0.4	-3	5	0
26	COc1ccc2[nH]c3c(c2c1)CCN1C(=O)N([C@@H](C)C(=O)NCc2ccccc2OC)C(=O)[C@]31C	1	0	3	0.2	-0.4	0	-0.6	1	-5	-4
27	CCCC(=O)C1=C(O)C(C(=O)OC)C(C)(C)CC1=NCCc1ccccc1 (stereo unspecified)	6	-4	-1	-1.8	-1.1	-5	-0.6	-3	9	-7
28	COc1ccc(C(=O)C2CCN(C(=O)c3ccco3)CC2)cc1	0	10	0	-0.2	-0.7	-3	0.2	1	-4	0
29	COCC(=O)N[C@H]1CC[C@@H](CC(=O)NCc2ccccc2OC)O[C@@H]1CO	x	1	x	1.1	0.5	x	-0.2	3	x	x
30	O=C(Cn1cnc2cc([N+](=O)[O-])ccc2c1=O)NC(c1ccccc1)c1ccccc1	-4	-2	2	-0.9	-0.7	-9	-0.1	-18	1	-5
31	CC(=O)c1ccc(NC(=O)C2(c3ccccc3)CCOCC2)cc1	-4	1	2	-0.1	-0.7	-2	-0.1	-7	1	-2
32	Cc1cc(C)cc(-n2ncc3c2CCCC3NC(=O)CCN2Cc3ccccc3C2=O)c1 (stereo unspecified)	-2	16	1	-0.3	0.3	-8	-0.4	2	1	-1
33	N#CC1=C2SCN(Cc3ccccc3)CN2C(=O)CC1c1cccs1 (stereo unspecified)	-1	-8	48*	0.9	6.3	-6	0.0	3	-3	4
34	COc1cc(C)nn1-c1ccc(Cl)cc1	-5	-1	1	-0.4	-2.2	9	-0.5	2	1	-2
35	O=C(NCCCN1CCOCC1)c1coc2ccccc2c1=O	-2	12	-2	-0.6	-2.8	4	-0.2	1	3	1
36	C[C@H](NS(=O)(=O)c1ccccc1)C(=O)N1CCN(C(c2ccccc2)c2ccccc2)CC1	0	11	1	1.1	1.4	-8	-0.4	16	-5	-6
37	CC1=C(C(=O)OC(C)C)C(/C=C/c2ccccc2)NC(=O)N1 (stereo unspecified)	1	-4	12	0.5	-3.5	-2	-0.3	-2	7	1
38	CCCCCc1nnc(NC(=O)Cc2ccc([N+](=O)[O-])cc2)s1	0	-24	0	0.1	-0.5	-3	-0.4	-5	4	-4
39	CS(=O)(=O)N1CCC(C(=O)NCC2CCCO2)CC1 (stereo unspecified)	-4	-9	-1	-0.7	-0.1	-13	-0.5	-3	0	-1
40	CC1CCCCN1C(=O)NC1CC(=O)N(c2ccc3c(c2)OCCO3)C1 (stereo unspecified)	2	4	-1	-0.9	-0.6	6	-0.2	2	0	-5
41	Cc1cc(NC(=O)CSc2nnc(C3CC3)n2C)no1	5	5	-7	-1.1	-1.0	0	-1.5	4	3	-13
42	CC(OC(=O)CNC(=O)c1ccc(Cl)c(Cl)c1)C(=O)N1CCOCC1 (stereo unspecified)	-8	-1	0	-0.2	-1.8	-4	-0.2	2	-3	3
43	CC(=O)c1cccc(NC(=O)C2CCN(S(=O)(=O)c3c(C)n[nH]c3C)CC2)c1	3	-6	-9	-0.6	-2.1	-8	-0.9	2	0	-8
44	CCOC(=O)C1=C(c2ccccc2)c2ccc(OC)cc2N(S(=O)(=O)C(F)(F)F)C1C(=O)OCC (stereo unspecified)	-4	-5	1	0.6	1.5	-5	-1.0	2	5	1
45	CN(C)c1ccc(/C=C/C(=O)c2ccccc2)cc1[N+](=O)[O-]	-17	4	5	0.4	-0.2	-2	0.3	-14	4	-4
46	COc1ccccc1S(=O)(=O)Cc1ccc(C(=O)NCc2cccnc2)o1	-4	-3	0	-0.3	-0.7	-2	0.0	0	6	2
47	COc1ccc(C(CNC(=O)c2ccc(NS(=O)(=O)c3ccc(F)c(C)c3)cc2)N2CCOCC2)cc1 (stereo unspecified)	-1	-6	0	0.5	0.0	-7	-0.2	-1	10	2
48	CC(O)Cc1cn(CC(=O)N2CCN(C(=O)OC(C)(C)C)CC2)nn1 (stereo unspecified)	-2	1	-2	0.6	-2.2	-1	-0.6	-3	9	-5
49	O=C(CSCc1ccc(Cl)cc1)N/N=C/c1ccc(Cl)cc1Cl	-6	4	-2	-0.1	3.3	-8	0.1	-3	1	3
50	CCn1ccnc1CN(C)C(=O)c1cc(COc2ccc(OC)c3ccccc23)on1	-6	10	4	1.6	1.4	-5	-0.5	-13	-7	-2
51	CC1CCC(NC(=O)C2CCN(S(=O)(=O)c3cccc4nonc34)CC2)CC1 (stereo unspecified)	3	-8	1	1.5	0.9	-1	-0.1	-14	3	-1
52	O=C(Nc1ccc(Cl)cc1)OC(CN1CCCCC1)C(F)(F)F (stereo unspecified)	2	2	2	0.5	0.9	-1	-1.9	1	-3	-12
53	CCCCNC(=O)C1(C)CCCCN1C(=O)c1cc(OC)ccc1Br (stereo unspecified)	x	1	-3	0.0	-0.9	2	-0.2	7	-1	0
54	COCCCN=C1NN=C(c2cc(C)n(Cc3ccccc3Cl)c2C)CS1	15	-17	3	2.0	1.6	1	-0.4	2	-17	-5
55	O=C(CSc1nnc(-c2ccc(F)cc2)o1)NC1CCCC1	-1	13	1	-0.9	-0.1	-3	0.2	3	1	-2

Pulled by structure from above, 4 records:
entry	Structure	Scp-1 inhibitor	CendR NRP1 mod	STEP block	MsrA inh	LMPTP inh	E coli Lon inh	TbMetRS inhib	SUMO1-SIM PPI	DNMT1 block	bovine MsrA act
8	Cc1nnc(SCC(=O)N/N=C/c2cn(-c3ccccc3)nc2-c2ccc(F)cc2)n1-c1ccccc1	5	-4	8	-0.2	4.0	-6	-1.3	5	23	-12
31	CC(=O)c1ccc(NC(=O)C2(c3ccccc3)CCOCC2)cc1	-4	1	2	-0.1	-0.7	-2	-0.1	-7	1	-2
24	COc1ccc(NC(=O)c2ccc(Br)c(S(=O)(=O)N3CCOCC3)c2)cc1	-10	4	-4	-0.7	-0.4	8	3.1	6	1	0
48	CC(O)Cc1cn(CC(=O)N2CCN(C(=O)OC(C)(C)C)CC2)nn1 (stereo unspecified)	-2	1	-2	0.6	-2.2	-1	-0.6	-3	9	-5

High-throughput results: PubChem, several laboratories
